# Screens: PubChem BioAssay, Broad Institute
# Pax4 gene expression: Pax4 mRNA upregulation in alpha cells – RT-PCR, mouse alpha TC1 cells, single point, primary screen (AID 1053180) | mouse alpha TC1 cells, Pax4 mRNA qPCR, 6 days; stronger effect = higher value; 100% = Pax4 plasmid added at qPCR | activation, % at 10 µM | 9,600 compounds, 0.2% hits;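 active = highest normalized replicate activity of 15 or more, or at least half the replicates reach 15 or more; inactive = neither condition met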;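 note: pax4 Ct normalized to GAPDH with activation seen as lower delta delta Ct; plate controls were plate neutral control wells for no effect and Pax4 plasmid positive control for full effect; each compound tested in two replicate wells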
# YAP1 CTGF inhibition: YAP1 pathway inhibitors via CTGF transcript, primary screen, DLD1 colon cancer cells, RT-qPCR, single point (AID 743449); DLD1 CTGF mRNA qPCR, 24 h; stronger effect = higher value; inhibition, % at 12.5 µM; 9,900 compounds, 0.9% hits;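 active = mean normalized replicate activity at least 50 and at least half of replicates each reaching 50; inconclusive = only one of the two criteria met; inactive = neither criterion met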;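 note: 0% = neutral control wells and 100% = dasatinib control wells; higher means stronger suppression of CTGF expression like dasatinib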
# Numbers without * were called inactive; u = inconclusive; x = not tested or not shown. Not all compounds are listed; rates above refer to the full screens.
smiles,YAP1 CTGF inhibition,Pax4 gene expression
CN1C(=O)c2cc(NC(=O)c3ccc(F)c(F)c3)ccc2OC[C@@H]2O[C@@H](CC(=O)N3CCCCC3)CC[C@H]21,-19,0.0
COc1ccc2c3c(n(C)c2c1)[C@@H](CO)N(Cc1ccccc1Cl)CC31CCN(C(=O)CC2CC2)CC1,-23,0.0
C[C@@H]1CN([C@@H](C)CO)C(=O)Cc2cc(NS(=O)(=O)c3ccc(Cl)cc3)ccc2O[C@H]1CN(C)C(=O)Nc1ccc(C(F)(F)F)cc1,-17,0.1
CO[C@H](CN(C)Cc1ccc2c(c1)OCO2)[C@H](C)CN(C(=O)Nc1ccc(F)cc1)[C@H](C)CO,-33,0.0
O=C(C[C@H]1C[C@@H]2c3cc(NS(=O)(=O)c4ccccc4)ccc3O[C@@H]2[C@@H](CO)O1)N1CCOCC1,-37,0.0
C[C@H]1CN([C@@H](C)CO)C(=O)c2ccccc2-c2ccccc2CO[C@H]1CN(C)C(=O)Nc1cccc(Cl)c1Cl,48,0.0
CN1C(=O)c2cc(NC(=O)C3CCOCC3)ccc2OC[C@H]2O[C@H](CC(=O)NCc3ccccc3F)CC[C@@H]21,-7,0.0
CO[C@@H]1CN(C)C(=O)c2ccc(NC(=O)Nc3ccccc3Cl)cc2OC[C@@H](C)NC[C@@H]1C,10,0.0
COc1ccccc1CN1[C@@H]2Cn3c(ccc(C4=CCCC4)c3=O)[C@H]1[C@@H](C(=O)N(C)C)[C@@H]2CO,13,0.0
C[C@@H]1CN([C@@H](C)CO)C(=O)c2ccccc2-c2ccccc2CO[C@H]1CN(C)S(=O)(=O)c1cn(C)cn1,-9,0.0
O=C(NCC[C@H]1CC[C@@H](NS(=O)(=O)c2ccc(F)cc2)[C@H](CO)O1)c1ccc2c(c1)OCO2,-21,0.0
COc1ccc2c3c(n(C)c2c1)[C@H](CO)N(C(=O)Cc1ccccc1)CC31CN(C)C1,-41,0.0
COc1ccc(CNC(=O)N(C)C[C@@H]2OCc3ccccc3-c3c(n(C)c4ccccc34)C(=O)N([C@H](C)CO)C[C@H]2C)cc1,-7,0.0
N#C[C@H]1[C@H](c2ccccc2-c2ccccc2F)[C@H](CO)N1C(=O)c1ccccn1,0,0.0
COCC#Cc1ccc([C@@H]2[C@@H](CO)N3C(=O)CN(C(=O)CN4CCOCC4)C[C@@H]23)cc1,-28,0.0
C[C@H]1CN([C@@H](C)CO)C(=O)Cc2cc(NS(=O)(=O)c3ccc(Cl)cc3)ccc2O[C@@H]1CN(C)C(=O)Nc1ccc(C(F)(F)F)cc1,7,0.0
COc1ccc(S(=O)(=O)Nc2ccc3c(c2)CC(=O)N([C@H](C)CO)C[C@@H](C)[C@H](CN(C)Cc2ccc(C(=O)Nc4ccccc4N)cc2)O3)cc1,7,0.0
O=C(C[C@H]1C=C[C@H](NC(=O)c2ccc3c(c2)OCO3)[C@@H](CO)O1)NC1Cc2ccccc2C1,-1,0.0
Cc1ccc(NC(=O)Nc2ccc3c(c2)C(=O)N(C)[C@H]2CC[C@H](CC(=O)NCC(F)(F)F)O[C@@H]2CO3)cc1,3,0.0
Cc1noc(C)c1NC(=O)N1C[C@@H](O)COC[C@H]2O[C@@H](CC(=O)N[C@H]3CCN(Cc4ccccc4)C3)CC[C@@H]21,17,0.0
O=C(C[C@H]1CC[C@@H]2NC[C@H](O)COC[C@H]2O1)NCCN1CCCCC1,18,0.0
COc1ccc(S(=O)(=O)N2C[C@@H](O)COC[C@@H]3O[C@H](CC(=O)N[C@@H]4CCN(Cc5ccccc5)C4)CC[C@H]32)cc1,-14,0.1
CCS(=O)(=O)N1[C@H](C#N)[C@@H](c2ccc(C#CCC3CCCC3)cc2)[C@@H]1CO,-17,0.0
COc1ccc(C#Cc2ccc3c(c2)[C@H]2[C@H](CCN2S(=O)(=O)c2ccccc2C)[C@H](CO)N3C)cc1,46,0.0
C[C@@H]1CN([C@@H](C)CO)S(=O)(=O)c2ccc(C#Cc3ccccc3F)cc2O[C@H]1CN(C)C(=O)Cc1cccnc1,-67,0.0
CS(=O)(=O)N1[C@@H]2Cn3c(cccc3=O)[C@H]1[C@@H](C(=O)NCc1ccc(F)cc1)[C@@H]2CO,35,0.0
COc1ccc2c3c([nH]c2c1)[C@@H](CO)N(S(=O)(=O)c1ccc(C)cc1)CC31CN(Cc2ccccc2)C1,-41,0.1
O=C(c1cnccn1)N1CC(=O)N2[C@H](C1)[C@@H](c1ccc(/C=C/c3ccccc3)cc1)[C@@H]2CO,2,0.0
CC(C)NC(=O)Nc1ccc2c(c1)C(=O)N([C@H](C)CO)C[C@H](C)[C@H](CN(C)C(=O)C1CCCCC1)OCCCC[C@@H](C)O2,11,0.0
CO[C@H]1CN(C)C(=O)c2cc(NC(=O)Nc3ccccc3F)ccc2OC[C@H](C)N(CCC(F)(F)F)C[C@@H]1C,65*,0.0

# Single entries from above:
# `Cc1ccc(NC(=O)Nc2ccc3c(c2)C(=O)N(C)[C@H]2CC[C@H](CC(=O)NCC(F)(F)F)O[C@@H]2CO3)cc1` | YAP1 CTGF inhibition = 3
# `O=C(C[C@H]1C[C@@H]2c3cc(NS(=O)(=O)c4ccccc4)ccc3O[C@@H]2[C@@H](CO)O1)N1CCOCC1` | Pax4 gene expression = 0.0
# `O=C(NCC[C@H]1CC[C@@H](NS(=O)(=O)c2ccc(F)cc2)[C@H](CO)O1)c1ccc2c(c1)OCO2` | Pax4 gene expression = 0.0
# `O=C(C[C@H]1CC[C@@H]2NC[C@H](O)COC[C@H]2O1)NCCN1CCCCC1` | Pax4 gene expression = 0.0
# `COc1ccc2c3c([nH]c2c1)[C@@H](CO)N(S(=O)(=O)c1ccc(C)cc1)CC31CN(Cc2ccccc2)C1` | YAP1 CTGF inhibition = -41
# `CN1C(=O)c2cc(NC(=O)c3ccc(F)c(F)c3)ccc2OC[C@@H]2O[C@@H](CC(=O)N3CCCCC3)CC[C@H]21` | YAP1 CTGF inhibition = -19

# Rewritten with two lines to a compound: part of the list above.
# Values run as follows: YAP1 CTGF inhibition | Pax4 gene expression
- Cc1noc(C)c1NC(=O)N1C[C@@H](O)COC[C@H]2O[C@@H](CC(=O)N[C@H]3CCN(Cc4ccccc4)C3)CC[C@@H]21
 : 17 | 0.0
- O=C(C[C@H]1CC[C@@H]2NC[C@H](O)COC[C@H]2O1)NCCN1CCCCC1
 : 18 | 0.0

# Following part.
smiles,YAP1 CTGF inhibition,Pax4 gene expression
CN1C(=O)c2cc(NC(=O)c3cscn3)ccc2OC[C@@H]2O[C@H](CC(=O)N3CCOCC3)CC[C@H]21,-19,0.0
Cc1ccc(S(=O)(=O)N2C[C@@H](O)COC[C@H]3O[C@@H](CC(=O)NCc4ccc5c(c4)OCO5)CC[C@@H]32)cc1,25,0.1
C[C@H]1CN([C@@H](C)CO)C(=O)c2cccc(N(C)C)c2O[C@@H]1CN(C)Cc1ccncc1,-17,0.0
O=C(C[C@H]1C[C@H]2c3cc(NS(=O)(=O)c4ccc(F)cc4)ccc3O[C@H]2[C@H](CO)O1)N1CCc2ccccc2C1,u,0.0
CO[C@@H]1CN(C)C(=O)c2cc(NS(C)(=O)=O)ccc2OC[C@@H](C)N(C(=O)C2CCOCC2)C[C@H]1C,-13,0.0
Cc1noc(C)c1NC(=O)Nc1ccc2c(c1)C(=O)N(C)[C@H]1CC[C@@H](CC(=O)N[C@@H]3CCN(Cc4ccccc4)C3)O[C@@H]1CO2,27,0.0
C[C@H](CO)N1C[C@H](C)[C@@H](CN(C)C(=O)c2ccccc2)Oc2ncc(C#Cc3ccccc3)cc2C1=O,u,0.0
C/C=C/c1ccc([C@@H]2[C@@H](CO)N(C(C)=O)C23CN(C(=O)NC2CCCCC2)C3)cc1,-5,x
Cc1noc(C)c1S(=O)(=O)N(C)C[C@H]1OCCCC[C@@H](C)Oc2ccc(NC(=O)CCC(F)(F)F)cc2C(=O)N([C@H](C)CO)C[C@@H]1C,-5,0.0
C[C@@H]1CN([C@H](C)CO)C(=O)c2cc(C#CC3(O)CCCC3)cnc2O[C@@H]1CN(C)S(=O)(=O)c1cccc(F)c1,11,0.0
CN(C)CC(=O)N1[C@@H](C#N)[C@@H](c2ccc(-c3cccc(C(=O)N(C)C)c3)cc2)[C@@H]1CO,-14,0.0
CO[C@H]1CN(C)C(=O)c2ccc(NS(C)(=O)=O)cc2OC[C@H](C)N(C(=O)CN(C)C)C[C@@H]1C,-20,0.0
CO[C@@H]1CC[C@H]2CCOc3ccc(C#N)cc3C(=O)N(C)C[C@H](c3ccccc3)CC(=O)N(C)C[C@H]1O2,-44,0.0
N#C[C@H]1[C@H](c2ccccc2)[C@@H](CO)N1C(=O)c1cc(Cl)cc(Cl)c1,-18,0.0
O=C(C[C@H]1C=C[C@@H](NS(=O)(=O)c2ccccc2)[C@@H](CO)O1)NCCN1CCCCC1,-16,0.0
Cc1ccccc1S(=O)(=O)N1C[C@@H](O)COC[C@@H]2O[C@@H](CC(=O)N3CCCCC3)CC[C@H]21,-6,0.0
COc1ccc(NC(=O)N2C[C@@H]3N[C@H](C2)C3c2ccc(-c3ccncc3)cc2)cc1 (stereo partly specified),-18,0.0
O=C(CN1CCOCC1)N1CC[C@@H]2[C@H](CO)Nc3ccc(-c4ccccc4F)cc3[C@@H]21,-18,0.0
OC[C@@H]1Nc2ccc(C#Cc3ccc(F)cc3)cc2[C@@H]2[C@H]1CCN2Cc1ccc2c(c1)OCO2,-18,0.1
COc1ccc2c3c([nH]c2c1)[C@@H](CO)N(C(=O)Nc1ccc(F)cc1)CC31CN(S(=O)(=O)c2ccc(C)cc2)C1,-9,0.0
O=C(NCC[C@H]1CC[C@@H](NS(=O)(=O)Cc2ccccc2)[C@H](CO)O1)C1CCCCC1,-36,0.0
O=C1NC(Cc2cccc(Cl)c2)COCc2cnnn2CCC1c1ccccc1 (stereo unspecified),-9,0.0
CCS(=O)(=O)Nc1ccc2c(c1)C(=O)N(C)[C@@H]1CC[C@@H](CC(=O)NCCCN3CCOCC3)O[C@@H]1CO2,36,0.0
CN(C)CC(=O)N1[C@H](C#N)[C@H](c2ccccc2-c2ccc(C(=O)N(C)C)cc2)[C@@H]1CO,-11,0.0
O=C(CCN1CCCCC1)N[C@H]1CC[C@@H](CCn2cc(-c3cccc(F)c3)nn2)O[C@H]1CO,27,0.0
Cc1noc(C)c1S(=O)(=O)N(C)C[C@@H]1Oc2c(NS(=O)(=O)c3cn(C)cn3)cccc2C(=O)N([C@@H](C)CO)C[C@H]1C,3,0.0
Cc1ccc(S(=O)(=O)N(C)C[C@H]2OCCCC[C@@H](C)Oc3ccc(NC(=O)c4ccncc4)cc3C(=O)N([C@H](C)CO)C[C@@H]2C)cc1,-10,0.0
N#Cc1cccc(-c2ccc3c(c2)[C@@H]2[C@@H](CCN2C(=O)CN2CCOCC2)[C@@H](CO)N3)c1,12,0.0
CCS(=O)(=O)N1CC2(C1)[C@H](c1ccccc1)[C@H](CO)N2Cc1ccccn1,25,x
COc1ccc2c3c(n(C)c2c1)[C@@H](CO)N(CC1CC1)CC31CN(S(=O)(=O)c2cn(C)cn2)C1,10,0.0
COc1cccc(NC(=O)N2CC(=O)N3[C@H](CO)[C@H](c4ccc(C5=CCCCC5)cc4)[C@@H]3C2)c1,-72,0.0
C[C@@H]1CCCCO[C@H](CN(C)S(=O)(=O)c2cn(C)cn2)[C@H](C)CN([C@H](C)CO)C(=O)c2cc(N(C)C)ccc2O1,12,0.0
C[C@@H]1CN([C@@H](C)CO)C(=O)CCCn2nncc2CO[C@H]1CN(C)C(=O)c1ccc(N2CCN(C)CC2)cc1,3,0.0
COc1cccc(-c2ccc([C@@H]3[C@@H](CO)N4C(=O)CNC[C@H]34)cc2)c1,6,0.0
CNC[C@H]1Oc2ccc(NC(=O)NC3CCCCC3)cc2CC(=O)N([C@H](C)CO)C[C@@H]1C,-16,0.0
C[C@@H]1CCCCO[C@H](CN(C)C(=O)C2CCCCC2)[C@H](C)CN([C@H](C)CO)C(=O)c2cc(NS(=O)(=O)c3ccccc3)ccc2O1,-24,0.0
COc1ccccc1CNC(=O)C[C@H]1CC[C@H]2[C@@H](COC[C@H](O)CN2Cc2ccc3c(c2)OCO3)O1,11,0.0
CC(C)[C@H]1CC=CC[C@@H](C)Oc2ccccc2C(=O)N(C)[C@H](Cc2ccccc2)C(=O)N1 (mixture of isomers),37,0.0
CCCC(=O)N1CC2(CCN(S(=O)(=O)CC)CC2)c2c(n(C)c3cc(OC)ccc23)[C@H]1CO,-40,0.0
N#C[C@H]1[C@@H](c2ccccc2)[C@@H](CO)N1C(=O)c1ccc2c(c1)OCO2,13,0.0
CN1C(=O)c2cc(NC(=O)NCc3ccccc3)ccc2OC[C@@H]2O[C@@H](CC(=O)NCC3CCCCC3)CC[C@H]21,-21,0.0
O=C1[C@@H](Cc2ccc(F)cc2)CCn2cc(nn2)COC[C@H]2CCCN12,-45,0.0
CCCC#Cc1ccc([C@H]2[C@@H](C#N)N(C(=O)CN3CCOCC3)[C@H]2CO)cc1,15,0.0
O=C(c1ccc(F)cc1)N1CC(=O)N2[C@H](CO)[C@H](c3ccc(C#CCC4CCCC4)cc3)[C@@H]2C1,27,0.0
Cc1noc(C)c1S(=O)(=O)Nc1ccc2c(c1)C(=O)N([C@@H](C)CO)C[C@@H](C)[C@@H](CN(C)C(=O)Nc1cccc3ccccc13)OCCCC[C@@H](C)O2,22,0.0
COc1ccc(NC(=O)Nc2ccc3c(c2)[C@H]2C[C@@H](CC(=O)NCC(F)(F)F)O[C@@H](CO)[C@H]2O3)cc1,-18,0.0
